All columns: NCI-60 one-dose screen, growth in % after 48 h at 10 µM unless noted; 100 = growth as untreated, 0 = no growth, -100 = all killed.
MCF7: MCF7 breast cancer | 6.3% of 82,000 active
MDA-MB-231: MDA-MB-231 breast cancer. 5% of 81,000 active. AID 1794789
RPMI-8226: RPMI-8226 leukemia cells; 7.5% of 77,000 active
MDA-MB-435: MDA-MB-435 melanoma; AID 1794794; 7.8% of 82,000 active
SR: SR leukemia cells. 8.7% of 73,000 active. AID 1794780
K-562: K-562 leukemia | 7.4% of 78,000 active
MDA-MB-468: MDA-MB-468 breast cancer; 8.5% of 78,000 active; AID 2202374
MOLT-4: MOLT-4 leukemia cells | AID 1794779 | 6.9% of 80,000 active
Numbers without * were called inactive; · = not tested or not shown; & = joins results of further samples; [ ] = remark or other dose. Rule for the calls: active = growth percent below 10; inactive = the rest. Compounds were not picked by outcome; about 15% have a hit in one of these screens.

item	Structure	MCF7	MDA-MB-231	RPMI-8226	MDA-MB-435	SR	K-562	MDA-MB-468	MOLT-4
1	CCCCCCC(=O)CC(=O)OCC	100.1	106.0	98.1	104.5	·	101.6	101.9	104.7
2	CCCCCCCN(CCCCCCC)CC(O)c1ccc2ccc3ccc(Cl)cc3c2c1 (stereo not given)	89.9	93.8	101.3	103.1	77.7	92.6	102.8	98.7
3	Clc1ccc(I)cc1	99.9	95.4	107.9	101.1	91.4	150.8	101.0	113.8
4	O=C(Nc1cc(C(F)(F)F)ccc1Cl)ON1CCCCC1	106.1	112.5	104.6	112.2	110.1	118.9	125.3	107.0
5	Cc1c([N+](=O)[O-])oc2c1C(=O)NCCC2	92.6	106.2	97.1	102.9	96.5	101.3	103.5	99.9
6	Fc1cccc(-c2ccc(F)cc2F)c1	94.6	105.9	113.0	108.9	100.9	102.4	105.1	107.7
7	O=C1CCCN1CCn1cc(C(F)(F)F)c2c(Cl)ncnc21	105.6	101.9	93.5	106.0	98.7	·	112.5	90.2
8	O=C(O)c1ccccc1N/C=C/C(=O)c1cc2ccccc2oc1=O	59.0	82.8	100.0	103.4	90.1	105.9	85.3	109.5
9	O=C(O)c1ccccc1C(=O)Nc1cccc([N+](=O)[O-])c1	171.0	109.8	·	131.7	151.5	169.5	86.8	140.4
10	CCNC(=O)Oc1ccc(/C(=C(/C)Cc2ccc(OC)cc2)c2ccc(OCCN(CC)CC)cc2)cc1	18.3	45.0	-14.8*	40.5	-55.3*	-45.2*	46.6	14.7
11	CCN(CC)CCCC(C)Nc1nc(C)cc(COC)n1 (stereo not given)	96.5	116.0	103.8	105.9	101.3	100.2	101.0	106.1
12	N#CCCCc1cn(-c2ncc(-c3ccc(C(F)(F)F)cc3)c(NC3CCCCCC3)n2)nn1	88.5	82.0	53.1	93.4	60.1	83.2	98.3	63.5
13	CC(C)(C)c1ccc(C(=O)N/N=C/c2ccc(O)cc2O)cc1	8.4*	35.1	28.6	34.3	19.8	14.2	-32.5*	13.3
14	O=C(CN1CCN(c2cc3c(cc2F)c(=O)c(C(=O)O)cn3C2CC2)CC1)Nc1ccc(Cl)cc1	96.4&94.3	70.1&60.2	72.2	92.1&88.4	71.4&71.1	67.9&68.1	91.1&86.0	92.7&96.5
15	CCOC(=O)c1c[nH]c(=O)cc1O	94.9	101.3	102.0	109.0	91.4	97.2	105.0	98.0

Reprinted at random: two records from the list
item	Structure	MCF7	MDA-MB-231	RPMI-8226	MDA-MB-435	SR	K-562	MDA-MB-468	MOLT-4
1	CCCCCCC(=O)CC(=O)OCC	100.1	106.0	98.1	104.5	·	101.6	101.9	104.7
8	O=C(O)c1ccccc1N/C=C/C(=O)c1cc2ccccc2oc1=O	59.0	82.8	100.0	103.4	90.1	105.9	85.3	109.5

New compounds follow:
item	Structure	MCF7	MDA-MB-231	RPMI-8226	MDA-MB-435	SR	K-562	MDA-MB-468	MOLT-4
16	O=C(Oc1ccc[nH]c1=O)C1CC1	97.6	105.1	100.5	107.6	91.3	90.4	94.4	96.2
17	COc1ccc(-c2nc(SCc3cc(=O)oc4ccc(OC)cc34)[nH]c(=O)c2C(=O)NC(C)(C)C)cc1	83.7	99.2	96.4	103.0	105.2	95.1	96.6	96.3
18	O=C(O)CCCCCCNC(=O)c1nc(-c2ccccc2)n(-c2ccc(Cl)cc2)n1	100.1	103.8	95.0	108.8	85.1	·	114.1	79.8
19	Cc1cccc2c1S/C(=C/c1ccc([N+](=O)[O-])cc1)C2=O	9.5*	102.7	·	·	86.8	42.2	111.6	94.5
20	CCCC1CCCCN1C (stereo not given)	94.4	92.7	103.9	114.2	89.6	90.8	105.1	94.5
21	O=C1C=CC(=O)c2c1nc1n2CCCC1	57.8	89.9	115.6	-68.5*	·	·	90.2	90.3
22	Oc1ccc2ccccc2c1CN1CC2CCC(CC2)C1	102.9	111.8	119.4	104.0	87.4	99.8	114.3	90.8
23	O=Cc1c(OCc2cnnn2CC(=O)Nc2ccccc2)ccc2ccccc12	74.0	94.5	123.5	102.4	95.5	106.5	101.4	96.7
24	CC1=CC2C(O)c3ccccc3N3C(=O)COC23C=C1 (stereo not given)	94.8	93.9	89.8	104.1	93.3	91.6	104.2	90.7
25	Clc1ccc(CNc2c3ccccc3nc3ccccc23)cc1	16.0	54.8	8.0*	60.7	2.3*	4.3*	29.6	4.6*
26	CC1C2CCC(C2)C1COCCOCCO (stereo not given)	105.1	112.6	107.7	110.5	104.7	108.6	102.2	97.6
27	CCN(CC)c1cc2c(cc1Br)-c1ccccc1C2=O	15.4	72.5	97.0	101.0	71.1	100.4	57.2	89.7
28	O=C1SCN(Cc2ccccc2)CN1Cc1ccccc1	22.1	86.9	43.7	73.3	8.8*	46.3	24.8	71.8
29	CSc1nc(-c2ccco2)c(C#N)c(-n2nc(C)cc2C)n1	84.4	91.4	93.5	109.8	77.6	82.0	101.5	84.2
30	CCCCCCNC(=O)Oc1ccc(/C(=C(/CC)Cc2ccccc2)c2ccc(OCCN3CCCCC3)cc2)cc1	28.8	83.6	68.2	89.0	0.8*	24.0	86.3	55.2
31	O=C(Oc1ccc2ccc(=O)oc2c1)c1ccc(Cl)cc1	94.0	102.8	108.8	109.4	96.6	115.1	114.8	106.3
32	COc1cc(NCCCCN=C(N)N)c2ncccc2c1	-48.0*	63.5	87.7	103.8	116.3	84.6	-29.6*	67.5
33	O=C(CSc1nnc(-c2ccccc2)o1)Nc1ccc(C(=O)/C=C/c2ccc(Cl)cc2)cc1	89.7	92.9	88.8	102.2	90.2	89.3	96.3	87.0
34	COc1cc(CCN=Cc2ccccc2O)c([N+](=O)[O-])cc1OC	104.1	112.0	105.3	110.1	·	94.9	113.5	96.1
35	O=S(=O)(c1ccccc1)C1CCCCC1	94.5	111.2	95.4	106.9	100.2	102.5	112.8	100.2
36	CCOC(=O)c1ccc(Nc2ccnc(SCC(=O)c3ccc(OC)cc3)n2)cc1	90.0	91.8	91.1	93.4	37.8	116.0	101.0	101.3
37	Nc1ccc(N2N=C(N3CCCC3)CC2=O)cc1	92.4	95.0	95.5	110.0	87.4	97.0	91.5	77.3
38	O=C(Nc1ccc(NC2=NCCN2)cc1)c1ccc(C(=O)Nc2ccc(NC3=NCCN3)cc2)cc1	·	97.5	77.5	104.6	96.2	82.9	98.5	83.2
39	C/C=C/C1OCCC(C)O1 (stereo not given)	96.0	100.9	104.4	114.6	86.7	100.2	104.8	97.7
40	CC1(C)CC[C@]2(C(=O)N3CCOCC3)CC[C@]3(C)C(=CC[C@@H]4[C@@]5(C)C/C(=C/c6ccccc6)[C@H](O)C(C)(C)[C@@H]5CC[C@]43C)C2C1 (stereo not given in full)	75.8	82.4	53.6	96.1	66.9	73.1	69.4	69.7
41	Cc1ccc(/C=C/c2c3c(nc4ccccc24)CCCC3=O)cc1	83.7	88.6	93.4	85.6	·	78.2	88.9	80.6
42	COC(=O)c1c(C(=O)OC)c2n(CC(=O)Nc3cccc4cccnc34)c3ccccc3n2c1C(=O)c1ccc(OC)cc1	88.5	88.4	·	·	102.9	90.5	97.2	99.7
43	CCC[S+](CCC)CC(=O)c1ccc(-c2ccccc2)cc1	103.8	97.7	93.2	102.5	92.6	95.9	104.1	88.6
44	Cc1cc(O)ccc1C1=NN(c2ccc(S(N)(=O)=O)cc2)C(=O)CC1	27.7	73.8	·	-21.1*	·	15.7	·	·
45	O=C1OC(c2ccccc2)(c2cc(Br)ccc2O)c2ccccc21 (stereo not given)	78.7	63.3	55.5	84.4	78.5	70.8	57.0	62.1
46	CCOC(=O)C1CCCCC1C(=O)OCC (stereo not given)	103.9	118.5	104.2	104.2	94.1	102.1	99.5	98.4
47	OC(c1ccccc1)C(Nc1ccccn1)c1ccccc1 (stereo not given)	104.8	107.5	100.8	101.1	94.3	103.3	·	100.2
48	O=C1C=C(O)C(=O)N1c1ccc(Br)cc1	97.2	102.7	118.6	97.4	124.2	117.1	99.7	120.5
49	CCCCCC(=O)C(C)=O	99.4	105.0	114.1	104.3	106.2	126.9	81.3	106.5
50	CCCCc1oc2ccccc2c1C(=O)c1ccc(O)cc1	104.2	79.1	42.5	52.2	31.0	37.8	78.4	59.7
51	O=C(/C=C/c1cc2ccccc2[nH]c1=O)/C=C/c1cc2ccccc2[nH]c1=O	-42.3*	-6.4*	-16.8*	-41.6*	·	1.8*	-31.7*	31.6
52	Cc1cccc(Cl)c1NC(=O)NCCCN1CCCCC1C (stereo not given)	99.7	104.7	103.2	105.9	114.0[100 µM]	104.5	103.1	97.1
53	CCNc1nc2ccccc2c2c(=O)c3cc(F)cc(F)c3sc12	82.0	86.7	·	110.3	65.6	99.1	101.6	94.0
54	O=C(/C=C/c1ccc(Cl)cc1)c1ccc(-n2cc(CN3CCN(c4cc5c(cc4F)c(=O)c(C(=O)O)cn5C4CC4)CC3)nn2)cc1	51.2	88.1	11.5	82.2	13.1	67.5	74.4	81.7
55	Fc1ccc(-c2nc3ncccn3c2-c2nc3ccccc3[nH]2)cc1	94.5	92.0	83.4	96.5	66.1	65.6	97.1	·
56	C/C(=C(/C)C1CC1CCN(C(=O)c1ccc([N+](=O)[O-])cc1)S(=O)(=O)c1ccc(C)cc1)C1CCCCC1 (stereo not given)	86.9	97.3	85.7	99.4	94.8	74.7	82.5	80.3
57	COc1ccc(-c2cc(C(=O)Nc3ccc(Br)cc3)nc3[nH]c(=O)sc23)cc1	24.3	84.8	14.2	39.6	65.1	27.0	33.2	27.8
58	Cc1cc(SCc2ccccc2Cl)nc(N)n1	96.8	99.2	90.0	105.0	124.3	125.1	·	110.6
59	Cc1ccc2c(C(C[N+](=O)[O-])c3ccccc3)c(-c3ccccc3)[nH]c2c1 (stereo not given)	15.0[9.5 µM]	37.2[9.5 µM]	24.4[9.5 µM]	-31.0*[9.5 µM]	25.4[9.5 µM]	10.9[9.5 µM]	-9.1*[9.5 µM]	21.2[9.5 µM]
60	CC12CCC3C(CCC4CC(O)CCC43C)C1CC(O)C2 (stereo not given)	122.9	102.9	·	115.5	92.0	102.4	104.7	96.0
61	Cc1cc2nc(-c3c(-c4ccc(F)cc4)nc4sccn34)[nH]c2cc1C	91.6	102.1	87.9	103.3	83.2	94.1	·	83.4
62	COC(=O)CN/C(CCCO)=C(/C#N)c1nc2ccccc2c(=O)[nH]1	103.5	109.4	115.9	97.8	·	115.6	·	103.9
63	CC1=NN(Cc2nc(-c3ccccc3)n[nH]2)C(=O)C1	92.4	98.4	·	100.5	84.5	101.5	104.6	95.6
64	COc1ccc(NC(=O)CSc2nc3ccc(OC)cc3[nH]2)cc1	97.6	82.3	85.5	100.5	80.6	88.4	84.0	85.9
65	Cc1ccc[n+](CC(=O)c2ccccc2)c1	96.6	109.1	·	95.2	91.8	100.2	102.7	100.2
66	FC(F)(F)c1cccc(Nc2nc(-c3ccccc3)nc3ncccc23)c1	68.2	44.0	-39.8*	-79.4*	-37.4*	-47.1*	-21.7*	7.5*
67	O=C(CCCl)OCCCl	96.7	91.9	95.1	100.6	74.9	92.1	104.8	108.3

Reformatted as labelled records: entries from further up.
64. COc1ccc(NC(=O)CSc2nc3ccc(OC)cc3[nH]2)cc1
  MCF7: 97.6 | MDA-MB-231: 82.3 | RPMI-8226: 85.5 | MDA-MB-435: 100.5 | SR: 80.6 | K-562: 88.4 | MDA-MB-468: 84.0 | MOLT-4: 85.9
62. COC(=O)CN/C(CCCO)=C(/C#N)c1nc2ccccc2c(=O)[nH]1
  MCF7: 103.5 | MDA-MB-231: 109.4 | RPMI-8226: 115.9 | MDA-MB-435: 97.8 | SR: · | K-562: 115.6 | MDA-MB-468: · | MOLT-4: 103.9
65. Cc1ccc[n+](CC(=O)c2ccccc2)c1
  MCF7: 96.6 | MDA-MB-231: 109.1 | RPMI-8226: · | MDA-MB-435: 95.2 | SR: 91.8 | K-562: 100.2 | MDA-MB-468: 102.7 | MOLT-4: 100.2
